# Source: PubChem BioAssay (several laboratories)
# TLR9-MyD88 inh = inhibitors of human TLR9-MyD88 binding | Q9NR96+Q99836 | CHO BLA complementation TLR9-MyD88, CCF4 FRET ratio | inhibition, % at 4.98 µM | 340,000 compounds, 0.21% hits | AID 504734;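 active = inhibition above the mean over all tested compounds plus 3 SD, cut at about 21% in these data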;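 also: 0% = DMSO only wells and 100% = clavulanate BLA inhibitor control wells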
# NOD2 RIPK2 PPI = NOD2-RIPK2 protein interaction inhibition; O43353; CHO BLA complementation NOD2-RIPK2, CCF4 ratio; inhibition, % at 4.98 µM; 360,000 compounds, 0.38% hits; in the data active = inhibition above about 21%;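 also: 0% = vehicle only and 100% = reference blocker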
# ABHD5 PLIN5 PPI = inhibitors of human ABHD5-perilipin-5 interaction | Split G. princeps luciferase complementation, luminescence, 4 h | inhibition, % at 4 µM | 360,000 compounds, 0.78% hits | AID 602281;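 active = inhibition above the mean inhibition across every tested compound plus 3 SD, cut at about 22% in these data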;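 also: 0% = DMSO only wells and the 100% control is not disclosed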
# SRC1 inh = inhibitors of human steroid receptor coactivator 1 (SRC1) | Q15788 | HEK293 GAL4-SRC1 luciferase reporter, luminescence | inhibition, % at 3.6 µM | 360,000 compounds, 0.12% hits;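 active = inhibition above the campaign mean plus 3 SD, with each screening campaign given its own cutoff, cut at about 60% in these data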;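 also: 0% = DMSO treated cells and 100% = gossypol at 36 µM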
# Target sequence (Q15788 whole entry, looked up, the tested form may be a part): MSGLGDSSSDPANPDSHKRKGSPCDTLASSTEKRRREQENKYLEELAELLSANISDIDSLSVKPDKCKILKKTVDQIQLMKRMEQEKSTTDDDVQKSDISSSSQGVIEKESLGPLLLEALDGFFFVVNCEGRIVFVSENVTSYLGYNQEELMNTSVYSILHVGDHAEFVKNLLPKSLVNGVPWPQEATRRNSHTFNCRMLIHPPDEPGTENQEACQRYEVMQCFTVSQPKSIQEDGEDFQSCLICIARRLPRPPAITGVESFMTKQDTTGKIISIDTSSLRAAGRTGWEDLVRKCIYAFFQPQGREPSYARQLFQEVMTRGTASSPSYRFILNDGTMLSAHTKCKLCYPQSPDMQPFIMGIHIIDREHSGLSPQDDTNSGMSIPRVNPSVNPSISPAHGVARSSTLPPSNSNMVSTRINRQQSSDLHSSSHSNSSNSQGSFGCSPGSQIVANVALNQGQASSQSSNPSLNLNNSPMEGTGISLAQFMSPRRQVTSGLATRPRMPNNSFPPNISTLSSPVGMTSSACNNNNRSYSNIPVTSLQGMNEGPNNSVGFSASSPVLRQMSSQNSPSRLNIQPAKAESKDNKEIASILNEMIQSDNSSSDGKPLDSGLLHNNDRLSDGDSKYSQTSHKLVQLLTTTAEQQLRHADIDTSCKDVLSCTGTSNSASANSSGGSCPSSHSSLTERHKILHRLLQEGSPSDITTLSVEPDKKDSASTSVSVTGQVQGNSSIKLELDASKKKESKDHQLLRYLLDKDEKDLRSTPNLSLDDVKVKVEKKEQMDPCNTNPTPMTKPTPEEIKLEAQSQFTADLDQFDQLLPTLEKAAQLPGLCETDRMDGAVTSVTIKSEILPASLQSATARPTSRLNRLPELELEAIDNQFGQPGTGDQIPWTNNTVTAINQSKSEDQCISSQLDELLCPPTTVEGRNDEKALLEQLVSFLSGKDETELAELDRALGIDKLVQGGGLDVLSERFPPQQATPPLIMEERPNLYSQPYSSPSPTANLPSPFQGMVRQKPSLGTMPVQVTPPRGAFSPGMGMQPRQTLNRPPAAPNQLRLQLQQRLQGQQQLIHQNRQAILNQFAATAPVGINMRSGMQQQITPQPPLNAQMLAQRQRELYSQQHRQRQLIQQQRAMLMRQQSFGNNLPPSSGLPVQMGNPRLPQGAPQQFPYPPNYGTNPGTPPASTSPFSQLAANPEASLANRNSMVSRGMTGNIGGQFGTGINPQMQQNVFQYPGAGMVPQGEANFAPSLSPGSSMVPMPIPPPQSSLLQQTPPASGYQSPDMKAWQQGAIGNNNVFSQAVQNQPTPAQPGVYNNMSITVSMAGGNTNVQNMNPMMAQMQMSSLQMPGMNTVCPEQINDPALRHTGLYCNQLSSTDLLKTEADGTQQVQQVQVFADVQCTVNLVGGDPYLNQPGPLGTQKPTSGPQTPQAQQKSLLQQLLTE
# NR5A2 inv ag = NR5A2 inverse agonism in reporter assay. O00482. HEK293T StAR-luciferase reporter, LRH-1 transfected, 24 h. inhibition, % at 3.6 µM. 360,000 compounds, 0.13% hits. AID 602396;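 active = inhibition above the mean inhibition of all tested compounds plus 3 SD, cut at about 73% in these data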;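 also: 0% = DMSO wells and 100% = reporter-only cells lacking LRH-1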
# COUP-TFII inh = inhibitors of human COUP-TFII (NR2F2). P24468. HEK293T NGFI-A luciferase reporter, luminescence. inhibition, % at 8.6 µM. 370,000 compounds, 0.7% hits. AID 686940;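 active = inhibition above a per-plate cutoff, mean inhibition of test wells between control levels plus 3 SD, cut at about 38% in these data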;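 also: cells cotransfected with COUP-TFII expression vector driving the NGFI-A reporter; 0% = median of COUP-TF2 test wells and 100% = reporter-only cells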
# TWEAK-Fn14 inh = TWEAK-Fn14 signaling inhibition. TWEAK-stimulated Fn14 reporter cells, luciferase luminescence, 8 h. inhibition, % at 10 µM. 360,000 compounds, 2% hits. AID 1159606; in the data active = inhibition above about 50%
# TROY signal inh = inhibitors of TROY-dependent NF-kB signaling | Q293 LMP1-TROYcd NF-kB luciferase reporter, 4 h | AID 1347056 | inhibition, % at 10 µM | 360,000 compounds, 0.98% hits;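 active = compounds whose plate-normalised and pattern-corrected inhibition of the luciferase reporter signal at the single screening dose is 50% or more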
# SRC2 inh = human SRC2 (NCOA2) inhibition. HEK293 GAL4-SRC2 luciferase reporter, luminescence. inhibition, % at 9 µM. 370,000 compounds, 0.17% hits. Q15596;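 active = inhibition above the mean inhibition of all tested compounds plus 3 SD, set per campaign, cut at about 52% in these data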;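 also: 0% = DMSO treated cells and 100% = cells given Gossypol at 36 µM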
# SRC3 inh = inhibits human SRC3 coactivator. Q9Y6Q9. HEK293 GAL4-SRC3 luciferase reporter, luminescence. inhibition, % at 3.6 µM. 360,000 compounds, 0.17% hits. AID 588352;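 active = inhibition above a per-campaign cutoff, the mean of all compounds plus 3 SD, cut at about 60% in these data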;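 also: 0% = DMSO-treated cells and 100% = gossypol-treated cells at 36 µM; higher means less SRC3-driven luciferase light from the GAL4 reporter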
# Granule exo inh = lytic granule exocytosis inhibition | 360,000 compounds, 0.66% hits | TALL-104 LAMP-1 surface exposure, flow cytometry; cells stimulated with thapsigargin and PMA | AID 651702 | inhibition, % at 10 µM;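 active = inhibition above about 55%, limit read from the data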
# An asterisk follows results filed as active; x = no result given. A portion of the library; count on the stated rates, not on these rows.
SMILES,TLR9-MyD88 inh,NOD2 RIPK2 PPI,ABHD5 PLIN5 PPI,SRC1 inh,NR5A2 inv ag,COUP-TFII inh,TWEAK-Fn14 inh,TROY signal inh,SRC2 inh,SRC3 inh,Granule exo inh
CC(C)C(=O)NC(=S)Nc1ccccc1C(F)(F)F,-3,-10,-1,-12,-1,9,-4,-23,-7,4,-2
CCn1c(=O)n(CC(=O)Nc2cc(OC)c(OC)c(OC)c2)c(=O)c2ccccc21,-9,-10,2,14,3,-2,17,0,-12,17,0
CC12CCC(C1)C(C)(C)C2OC(=O)c1ccccc1C(=O)O (stereo unspecified),-6,7,4,1,6,15,-9,5,1,-5,-2
CCCn1nc(NC(=O)COC)c2cc3cccc(C)c3nc21,-13,-9,4,-11,6,-1,29,-2,-59,-7,2
C#CCOCCOCCOCCNc1nc(N2CCN(C(=O)[C@H](CCCCN)n3cc(CCCC)nn3)CC2)nc(N2CCN(C(=O)[C@H](CCCCN)n3cc(CCC(=O)O)nn3)CC2)n1,-4,-7,-1,3,4,17,1,-13,-7,-2,10
COCC(C)n1c(SCC(=O)NNC(=O)c2ccccc2)nc2ccccc2c1=O (stereo unspecified),-5,-9,3,0,5,7,-5,-10,12,18,8
CNC(=O)NC(=O)CSc1nnc(-c2ccco2)n1Cc1ccccc1,0,-1,-7,-27,-9,-12,4,5,1,31,2
CC(CO)NS(=O)(=O)c1cccc(Cl)c1F (stereo unspecified),4,-8,1,3,7,-8,-38,-22,-3,-7,-6
CC(Sc1nnc(NCc2ccccc2)s1)C(=O)Nc1ccc2c(c1)C(=O)c1ccccc1C2=O (stereo unspecified),-5,-10,10,-97,-127,-30,47,-17,-70,-25,-1
Cc1cc2c(cc(C(=O)OCC(=O)NCc3ccco3)n2C)s1,15,12,5,1,9,15,14,-34,-48,0,9
CCOC(=O)c1[nH]c2ccc(OC)cc2c1NC(=O)c1nonc1C,-1,-5,-2,11,6,-11,8,-4,-13,9,0
COc1ccc(CCNC(=O)C2CC(=O)N(CCc3ccccc3)C2)cc1OC (stereo unspecified),-6,6,-4,3,-2,7,11,-6,4,4,0
Cc1ccc(/C([O-])=C(/C(=S)NCc2ccco2)[n+]2ccccc2)cc1[N+](=O)[O-],-9,0,0,-21,-2,-18,6,-17,-16,10,1
CCCCCCCCCCCCCCCC(=O)Nc1ccn(C2OC(CO)C(O)C2O)c(=O)n1 (stereo unspecified),-6,-7,-6,-6,-27,-9,6,2,4,-13,4
Cc1ccc(Cn2c(=S)[nH]c3ccccc3c2=O)cc1,-15,-11,-3,-4,-6,11,-19,7,-11,2,-18
COc1cc(-c2nnc(CSc3nnc4nc(C)cc(C)n34)o2)cc(OC)c1OC,0,-15,-1,-1,9,9,-15,-3,14,-19,2
Cc1ccc(S(=O)(=O)NCC(=O)OC(C)C(=O)NC2CCCCC2C)cc1C (stereo unspecified),5,1,-14,-30,3,-21,3,14,6,-15,37
O=C(CSc1nnnn1-c1ccccc1)c1ccco1,1,-1,-10,-20,-26,-4,-19,-38,3,-19,17
OCC#Cc1cnc2ccccc2c1,-11,-3,6,5,0,9,-6,-29,12,-22,-1
Cc1c2n(c3ccccc13)CCN(C)C2,2,1,7,0,2,-5,9,0,-15,2,-2

# Another view of some results above:
Molecule	TLR9-MyD88 inh	NOD2 RIPK2 PPI	ABHD5 PLIN5 PPI	SRC1 inh	NR5A2 inv ag	COUP-TFII inh	TWEAK-Fn14 inh	TROY signal inh	SRC2 inh	SRC3 inh	Granule exo inh
Cc1cc2c(cc(C(=O)OCC(=O)NCc3ccco3)n2C)s1	15	12	5	1	9	15	14	-34	-48	0	9
Cc1c2n(c3ccccc13)CCN(C)C2	2	1	7	0	2	-5	9	0	-15	2	-2
CCn1c(=O)n(CC(=O)Nc2cc(OC)c(OC)c(OC)c2)c(=O)c2ccccc21	-9	-10	2	14	3	-2	17	0	-12	17	0

# Following part
SMILES,TLR9-MyD88 inh,NOD2 RIPK2 PPI,ABHD5 PLIN5 PPI,SRC1 inh,NR5A2 inv ag,COUP-TFII inh,TWEAK-Fn14 inh,TROY signal inh,SRC2 inh,SRC3 inh,Granule exo inh
CC(C)C[C@H](N)c1nnc(SCc2ccc(Cl)cc2)o1,-3,-5,1,-1,7,-7,-9,-6,-2,9,-2
Cc1cc(NC(=O)Cc2ccsc2)ccc1Br,-6,-6,-6,-12,-8,-14,-4,-20,-18,-34,-8
CC1CCN(S(=O)(=O)N2CCC(C(=O)NCc3cccnc3)CC2)CC1,-29,-5,2,3,-10,-15,-10,0,-21,-3,1
COc1ccc(CCNC(=O)CN(c2ccccc2OC)S(C)(=O)=O)cc1OC,-1,3,3,8,16,5,3,14,-2,11,2
CN(Cc1cccnc1)Cc1cn(C)nc1-c1ccc(Oc2ccccc2)cc1,7,8,2,-1,10,-11,14,2,0,20,3
Nc1nc(CN2CCCCC2)cs1,-1,-12,5,-2,-4,-10,-10,-9,-1,-14,0
O=C(O)C1C2CCC(C2)C1C(=O)NCCC1=CCCCC1 (stereo unspecified),11,-8,6,-11,6,15,-6,-16,-6,10,0
Cc1ccccc1Cn1nc(C)c(NC(=O)/C=C/c2cnn(C)c2C)c1C,-2,-5,3,-4,-2,0,-19,-19,-4,2,-2
COc1cccc(N(C(=O)c2csnn2)C(C(=O)NC2CCCC2)c2ccccc2)c1 (stereo unspecified),-1,-3,2,0,-24,7,41,6,-11,2,2
O=C(Cn1c(=O)oc2ccccc21)c1ccccc1,-4,0,1,-7,-5,-3,-36,8,-11,7,-2
CC(Sc1nnnn1C)C(=O)Nc1ccccc1-c1ccccc1 (stereo unspecified),-1,-7,1,2,9,8,7,1,-2,25,-3
O=C1C=CC(=C(c2ccc(O)cc2)c2ccc(O)cc2)C=C1,-15,1,78*,59,81*,31,36,50,41,53,3
Cc1nnc(NC(=O)c2ccc(S(=O)(=O)N3CCc4ccccc4C3)cc2)o1,10,-11,-4,4,25,26,18,4,-7,1,4
COc1cccc(C2c3[nH]c4ccccc4c3C[C@H]3C(=O)N(CCCCCO)CC(=O)N23)c1 (stereo partly specified),-3,-6,2,10,4,14,14,2,-5,-10,4
COc1ccc(-c2nnc(NC(=O)CS(=O)(=O)c3ccc(F)cc3)o2)cc1,-7,5,3,-20,-10,4,-12,2,-14,-43,0
Cc1ccccc1-c1nnn(CC(=O)c2ccc(S(=O)(=O)N3CCCC3)cc2)n1,1,-4,-5,-20,6,12,29,0,7,16,-2
COc1cc(NC(=O)CN2CCN(Cc3ccc4c(c3)OCO4)CC2)cc(OC)c1,-3,5,-1,-3,12,-14,-25,17,-14,-5,2
C[C@H](CO)N1C[C@H](C)[C@@H](CN(C)CC2CCOCC2)Oc2ncc(Br)cc2C1=O,6,-15,6,-5,6,-8,2,-6,-3,2,0
Cc1cc(-c2c(C(=O)N3CCOCC3)c(C)nn2-c2ccccc2)no1,14,-7,2,3,18,19,5,1,7,13,3
CCC(c1nc2ccccc2[nH]1)N(C(=O)C1=NNC(=O)CC1)c1ccccc1 (stereo unspecified),x,5,2,2,-21,6,13,15,7,-57,-5
COC(=O)C(COC(=O)c1c(F)cccc1F)NC(=O)c1c(F)cccc1F (stereo unspecified),-7,-19,8,13,-15,-14,-3,40,16,-1,6
CC(C)Cn1cc(C(=O)NCCCN2CCCC2=O)c2c3ccccc3n(C)c2c1=O,7,6,0,-5,16,-17,9,9,0,1,4
O=C(c1n[nH]c(=O)c2ccccc12)N1CCN(C2c3ccccc3-c3ccccc32)CC1,8,-1,2,9,-16,3,11,14,14,-9,4
NC(CSC(c1ccccc1)(c1ccccc1)c1ccc(-c2ccccc2)cc1)C(=O)O (stereo unspecified),-6,-7,-15,-1,4,-2,15,-15,-20,-31,-2
COc1cc(NC(=O)c2cnn3c(C)cc(C)nc23)c(OC)cc1Cl,-10,-1,-4,-22,-32,-3,-17,-31,-20,8,-4
Cc1ccc2cc(CCNC(=O)C(C)C)c(=O)[nH]c2c1C,-2,-14,2,-50,-7,-15,-9,-28,1,-32,-3
O=C(/C=C/c1ccco1)Nc1ccc(S(=O)(=O)N2CCOCC2)cc1,9,-8,6,3,-15,-5,-3,5,0,18,-1
O=C(COC(=O)c1cc([N+](=O)[O-])ccc1N1CCOCC1)Nc1ncc(Cl)cc1Cl,3,2,-1,2,10,-7,-26,7,-16,-25,3
COc1cc(C(C(=O)NC2CCCC2)N(Cc2ccccc2)C(=O)c2snc(C(N)=O)c2N)ccc1O (stereo unspecified),-11,-2,-9,21,8,-3,-9,13,-4,5,-6
O=C(COC(=O)C1=COCCO1)Nc1cc(Cl)c(Cl)cc1Cl,-2,-5,3,6,-1,-10,-34,-43,-7,-10,-1
COc1ccc([C@H]2C[C@@H](n3cc(COC(=O)c4ccccc4)nn3)[C@H](O)CN2CC2CCCCC2)cc1,1,-4,1,5,-13,-12,-9,5,-13,9,-1
Cc1cc(C)c2sc(N(CCCN(C)C)C(=O)c3ccc(S(=O)(=O)N4CCCc5ccccc54)cc3)nc2c1,0,11,11,-16,-27,-11,-48,-2,12,-12,58*
Cc1ccc(S(=O)(=O)/N=C(/Nc2ccc(O)c(C(=O)O)c2)c2ccccc2)cc1,-14,-1,5,-2,3,4,1,-18,17,-1,-12
Cc1cc(NC(=O)c2sccc2C)n(-c2cccc(Cl)c2)n1,-6,-12,0,-2,17,-1,-33,-10,-32,-33,1
COc1ccccc1NC(=O)COC(=O)c1ccc2ccccc2n1,4,-4,4,-11,12,-5,-5,11,11,2,7
Cc1ccc(C(=O)COC(=O)c2nc3nccc(C)n3n2)c(C)c1,-4,-9,8,-15,11,-18,-10,-36,5,-8,-2
COc1ccc(NC2c3ccccc3C(=O)N2c2cccnc2)cc1Cl (stereo unspecified),1,-13,-1,-3,-17,17,2,-1,15,3,0
CCC(C(=O)N1CCCC1)n1nc(C)c2c(C)n(-c3ccccc3)nc2c1=O (stereo unspecified),5,-8,-3,-25,-19,-2,10,-23,10,10,-2
CN(C)CCCNC(=O)c1cc(C(=O)c2ccccc2F)c[nH]1,14,-5,-6,-10,3,-13,20,8,22,-2,-2
O=C(c1c(O)c2ccccc2oc1=O)C1CCCCC1,-2,-6,3,7,14,-1,-3,-40,1,16,-6
CCCc1cc(=O)[nH]c(SCc2cc(Cl)ccc2OC(F)F)n1,-2,-12,-7,-5,-12,-14,-11,36,4,6,0
COc1ccc(C(=O)NNC(=O)c2ccccn2)cc1,2,1,0,-42,-101,46*,102*,87*,36,-8,-3
O=C(CCl)N(O)c1ccc(C=Cc2ccccc2)cc1,-4,-4,-8,-114,-16,-21,-35,-46,-14,-71,8
COCCN(C(=O)CSc1nnc(-c2ccncc2)n1C)c1c(N)n(CC(C)C)c(=O)[nH]c1=O,3,9,-2,-10,14,-16,6,-8,20,-13,-6
CCOc1ccc(C2c3c(oc4ccccc4c3=O)C(=O)N2c2ccc(C)cn2)cc1OC (stereo unspecified),-1,1,-10,-20,0,5,-10,-29,-11,-22,3
CCc1ccc(C(=O)c2cc3ccc(O)cc3oc2=O)cc1,1,-4,-6,-5,21,9,9,-11,12,-16,7
